Screening data as filed in PubChem.
mcGAS RapidFire: inhibitors of Mus musculus cyclic GMP-AMP synthase, initial high-throughput assay, cell-free, RapidFire MS | recombinant mouse cGAS, cGAMP by RapidFire MS | inhibition, % at 12.5 µM | 130,000 tested, 0.18% active;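 active = inhibition of cGAS enzyme activity at or above 60%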;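 note: enzyme stimulated by 45 bp dsDNA with ATP and GTP substrates; cGAMP share of summed cGAMP plus half ATP and half GTP signals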
Target sequence (Q8C6L5 whole entry, looked up): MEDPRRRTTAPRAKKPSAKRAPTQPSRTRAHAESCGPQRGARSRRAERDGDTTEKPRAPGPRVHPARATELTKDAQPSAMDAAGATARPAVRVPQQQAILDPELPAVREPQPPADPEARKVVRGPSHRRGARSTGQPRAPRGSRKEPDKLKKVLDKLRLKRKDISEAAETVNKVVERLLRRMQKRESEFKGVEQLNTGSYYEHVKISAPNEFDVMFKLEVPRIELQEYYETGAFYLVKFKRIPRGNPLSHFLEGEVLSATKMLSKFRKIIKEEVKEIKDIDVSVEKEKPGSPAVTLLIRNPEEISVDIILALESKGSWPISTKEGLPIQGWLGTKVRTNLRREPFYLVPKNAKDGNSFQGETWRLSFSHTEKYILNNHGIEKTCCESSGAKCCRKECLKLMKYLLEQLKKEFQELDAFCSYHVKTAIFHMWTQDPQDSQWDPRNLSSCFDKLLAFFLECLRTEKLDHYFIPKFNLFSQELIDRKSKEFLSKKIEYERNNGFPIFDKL
Starred values were filed as active, the others as inactive; ! = not active in a repeat. Not all compounds are listed; the hit share may differ from the screen's.

SMILES	mcGAS RapidFire
CCOc1nc(N(C)C)nc(-n2nnc(C(C)=O)c2C)n1	-17
c1ccc2c(NCC3CCCN3)cccc2c1 (centres undefined)	-1
COc1ccc(C(=O)N2CCC2(C)C(=O)NC(C)C)cc1OC (centres undefined)	-5
CCCCN(C)S(=O)(=O)c1cc(-c2nnc3c4ccccc4c(C)nn23)ccc1OC	0
COC(=O)C1C(=O)C2=C(CC1C)NC(C)=C(C(=O)OCCOC(C)C)C2c1ccc(C)o1 (centres undefined)	16
COc1ccc(C2Nc3ccccc3-c3nc4ccccc4n32)cc1O (centres undefined)	-11
O=C1/C(=C\c2ccsc2)CCOc2ccc(F)cc21	-8
CNC(=O)c1ccc(CN(Cc2ccco2)C(=O)Cn2ccccc2=O)cc1	-6
Cc1ccc(F)c(CN(C)Cc2ncc[nH]2)c1Cl	-15
COC(=O)CN(n1cnnc1)S(=O)(=O)c1ccc(C)cc1	-7
Cc1nn(CC(=O)N2CC3(C)CC2CC(C)(C)C3)c(C)c1[N+](=O)[O-] (centres undefined)	-2
COc1cccc2c1C(=O)c1c(O)c3c(c(O)c1C2=O)C[C@@](O)(C(C)=O)C[C@@H]3O[C@H]1C[C@H](N)[C@H](O)[C@H](C)O1	91*!
Cn1ccnc1CN1CCCC(CCC(=O)NCc2ccccc2Cl)C1 (centres undefined)	0
O=C1CC2(CCN(Cc3cn(-c4ccccc4)nc3-c3ccncc3)CC2)CN1	-10
CSc1ccc(CN2C(=O)C(C)ON=C2c2ccc(F)cc2)cc1 (centres undefined)	-7
O=c1[nH]c(/C=C/c2ccccc2O)c([N+](=O)[O-])c(=O)[nH]1	58
CCOC(=O)N1CCCC(C(=O)NCc2ccc(F)cc2)C1 (centres undefined)	-7
CCOC(=O)c1nn(-c2ccccc2)c(=O)cc1OCC(=O)Nc1cccc(OC)c1	-4
CC(C)c1ccc(-c2nnn(CC(=O)Nc3cc(C(F)(F)F)ccc3-n3cncn3)n2)cc1	-3
Cc1cccc(C(C)(C)C)c1NC(=O)N1CCN2C(=O)CNC(=O)C2C1 (centres undefined)	-11
Cc1cc(C#N)ccc1S(=O)(=O)Nc1nc(C(C)C)nn1C	-5
COc1cc(C2CC(=O)Nc3ccc4ccccc4c32)cc(Cl)c1O (centres undefined)	0
Cn1cnc(Sc2nc3ccccc3[nH]2)c1[N+](=O)[O-]	-1
Cc1ccc(C(=O)Nc2cccc(CN3CCOC3=O)c2)s1	-10
COc1cc(OC)c(OC)cc1/C=C/c1cc(C(F)(F)F)[nH]c(=O)n1	-8
CC(C)n1cnnc1CN(C)Cc1ccsc1	-10
Cc1sc2ncnc(N3CCCCCC3)c2c1C	-1
CS(=O)(=O)c1ccc(Nc2nc(CC(=O)NCCC3=CCCCC3)cs2)cc1	-9
CC(C)C[C@H](NC(=O)CSCc1ccccc1)C(=O)NCC#N	-11
CCOC(=O)c1sc(=NC(=O)c2ccc(S(=O)(=O)N3CCc4ccccc4C3)cc2)n(C)c1C	-4
CCOP(=O)(CCCCNC(=O)[C@H](CCC(N)=O)NC(=O)OC(C)(C)C)OCC	5
Cc1cccn2c(=O)nc(SCC#N)nc12	-4
CC(NC(=O)Cn1c2ccccc2c(=O)c2ccccc21)c1ccccc1 (centres undefined)	-7
NC(=O)c1ccc(COC(=O)c2ccc(Cl)cc2N2CCCC2=O)cc1	-3
CN(Cc1ccccc1N1CCCC1)C(=O)c1ccc(C(N)=O)cc1	-11
CC(Nc1ncccn1)C1CC2CCC1C2 (centres undefined)	-5
Cc1nccn1CC(O)Cn1c2ccccc2c2ccccc21 (centres undefined)	1
CCOC(=O)/C=C/c1cc(C(=O)OCC)c(/C=C/C(=O)OCC)cc1C(=O)OCC	-7
CC(C)Cn1ncc2c1NC(=O)CC2c1csc(-c2ccccc2)n1 (centres undefined)	-14
N#CC1(c2ccccc2)CCC2(CC1)CC(C(=O)N1CCc3ccccc31)=NO2 (centres undefined)	-4
CCOc1ccc(N=Nc2c(C)[nH]n(-c3ccccc3)c2=O)cc1	19
O=S(=O)(CCN1CCc2ccccc2C1)Oc1ccccc1	-1
CC1=C(C)C(=O)C(C(CCCCCC(=O)O)c2ccccc2)=C(C)C1=O (centres undefined)	-6
CN(C)c1ccc(-c2nc3ccc(C(=O)N4CCCC(CO)C4)cc3[nH]2)cc1 (centres undefined)	-5
CCOCCCNC(=O)Cc1cccc(C(F)(F)F)c1	-16
CCCN(Cc1cccnc1OC)C1CCN(C(=O)c2ccccc2)CC1	3
O=P1(Nc2ccc(-c3ccccc3)cc2)C=C(c2ccccc2)OC(c2ccccc2)=C1	-7
COc1cc(/C=C2\C(=N)N3N=CSC3=NC2=O)cc(OC)c1OCCOc1ccccc1Cl	-1
Oc1ccc(C=NNc2ncc(C(F)(F)F)cc2Cl)c(O)c1	-6
O=C1c2ccccc2C(=O)N1c1nc2nc(-c3ccccc3)cc(=O)n2[nH]1	4
COc1ccc(-c2cc3ccc(OCCBr)cc3oc2=O)cc1	-5
O=C(CCc1ccccc1)NC1CCN(CC(=O)N2CCNC2=O)CC1	-5
COc1ccccc1C(=O)C1CCCN(C(=O)CCCc2cccs2)C1 (centres undefined)	-8
CCCCCn1c(N)c(C#N)c2nc3ccccc3nc21	1
O=C(NCCCC1CCOC1)c1ccc2nccnc2c1 (centres undefined)	-6
O=C(O)Cn1nc(C(F)(F)F)c2c1CCCCC2	-1
CCOc1ccc(C(=O)Nc2c(C)nc3cccc(C)n3c2=O)cc1	-10
COc1ccc(S(=O)(=O)NC2CC2)cc1NCc1ccc(C#N)cc1	-7
OCCC1CN(Cc2ccncc2)CCN1Cc1ccccc1F (centres undefined)	-3
c1ccc(-c2nnn(CN3CCN(c4ncccn4)CC3)n2)cc1	-3
Additional entries:
SMILES	mcGAS RapidFire
CC(C)c1cc(C2CCN(C(=O)CC(F)(F)F)CC2)[nH]n1	-60
Ic1ccccc1C=NNC1=NCCCCC1	-8
O=[N+]([O-])c1ccc(C=NN(c2ccccc2)c2ccccc2)o1	-9
CC(C)(C)c1nc(CN2CCCC(N3CCCC3=O)C2)no1 (centres undefined)	10
C(=NN=Cc1ccccn1)C1=C(N2CCOCC2)C(=Cc2ccccc2)CC1	-7
CCc1cccc(NC(=O)Cc2c(Cl)cc(C)nc2Cl)c1	-2
CC(c1nccs1)N(C)Cc1cn(Cc2ccccc2)nc1-c1ccc2c(c1)OCO2 (centres undefined)	-6
Nc1ccc2c(c1)nc(CCCO)n2CCO	-6
NC(=O)c1ccc(C(=O)NC2(c3cccc(Cl)c3)CC2)cc1	-8
CC(C)C1CN(Cc2c[nH]c(=O)[nH]c2=O)CCC(=O)N1CC1CC1 (centres undefined)	-26
O=C(CCc1cc(Cl)no1)N1CCOC(C(F)(F)F)C1 (centres undefined)	-4
O=C(c1coc(COc2ccccc2)n1)N1CCN(c2ccccc2)C(=O)C1	-13
CN(C(=O)CSc1nnc(N2CCCC2)n1C1CC1)c1ccccc1	-5
COc1ccc(C2CCCCCN2CCn2nc3ccccn3c2=O)cc1 (centres undefined)	-1
O=C(c1ccc[nH]1)N1CCC2(CC1)C(=O)Nc1ccccc12	6
COc1ccc(Cl)cc1NC(=O)N1CCCCC1CCn1ccnc1 (centres undefined)	-3
Cc1nc(CN(C)c2nccc(N(C)C)n2)cs1	-8
O=C1/C(=C/c2cccnc2)C2(CCCC2)Oc2ccccc21	4
O=C1CN(c2nc(C(F)(F)F)nc3ccsc23)CCN1	2
Cc1[nH]c2c(C(=O)N3CCCC(CCC(=O)NCc4ccccc4F)C3)cccc2c1C (centres undefined)	-1
CCn1ccnc1CN1CCCC(CCc2cccc(OC)c2)C1 (centres undefined)	1
Cc1nc(C2CCCN2CC(=O)N(C)C2CCS(=O)(=O)C2)no1 (centres undefined)	-3
Cn1nc2c(cc1=O)CN(C(C(N)=O)c1ccc(F)cc1)CC2 (centres undefined)	8
CCCC1O[C@@H]2CC3C4CCC5=CC(=O)C=CC5(C)C4[C@@H](O)CC3(C)[C@]2(C(=O)CO)O1 (some centres undefined)	0
Cc1ncoc1C(=O)NC1CC(C)(C)Cc2c1cnn2-c1ccc(F)cc1 (centres undefined)	-9
CCNc1ccnc(NCc2cccnc2N2CCN(c3ccccc3C)CC2)n1	-4
O=C(Nc1ccccc1)c1cc2n(n1)CCN(C(=O)c1csnn1)C2	-12
COc1cccc(C(=O)NC(=S)N2c3ccccc3CC2C)c1OC (centres undefined)	4
CCCn1ncc(C(=O)NCC(C)n2nc(C)cc2C)c1C (centres undefined)	-16
COc1ccc(S(=O)(=O)N(C)C(C)C(O)c2ccccc2)cc1 (centres undefined)	3
COc1ccc(-n2nnc3c(=O)n(Cc4ccc(Cl)cc4Cl)cnc32)cc1	4
Cc1cnccc1N1CCN(C(=O)c2cc3n(n2)CCN(C)C3)CC1	-3
COc1ccc(-c2[nH]nc3c2C(c2ccc(C)o2)C(C#N)C(=N)O3)cc1 (centres undefined)	-7
Nc1nnnn1/N=C\c1ccc(OCc2ccc(Cl)cc2)cc1	-35
CN(C)c1c(N)c(=O)oc2ccccc12	-4
Nc1c(C=C2C=C([N+](=O)[O-])C=C(Br)C2=O)c(=O)nc2sc(-c3ccccc3)nn12	26

A section of the results above, as a working copy:
SMILES	mcGAS RapidFire
O=C(c1ccc[nH]1)N1CCC2(CC1)C(=O)Nc1ccccc12	6
COc1ccc(Cl)cc1NC(=O)N1CCCCC1CCn1ccnc1 (centres undefined)	-3
Cc1nc(CN(C)c2nccc(N(C)C)n2)cs1	-8
O=C1/C(=C/c2cccnc2)C2(CCCC2)Oc2ccccc21	4
O=C1CN(c2nc(C(F)(F)F)nc3ccsc23)CCN1	2
Cc1[nH]c2c(C(=O)N3CCCC(CCC(=O)NCc4ccccc4F)C3)cccc2c1C (centres undefined)	-1
CCn1ccnc1CN1CCCC(CCc2cccc(OC)c2)C1 (centres undefined)	1
Cc1nc(C2CCCN2CC(=O)N(C)C2CCS(=O)(=O)C2)no1 (centres undefined)	-3
Cn1nc2c(cc1=O)CN(C(C(N)=O)c1ccc(F)cc1)CC2 (centres undefined)	8
CCCC1O[C@@H]2CC3C4CCC5=CC(=O)C=CC5(C)C4[C@@H](O)CC3(C)[C@]2(C(=O)CO)O1 (some centres undefined)	0
Cc1ncoc1C(=O)NC1CC(C)(C)Cc2c1cnn2-c1ccc(F)cc1 (centres undefined)	-9
CCNc1ccnc(NCc2cccnc2N2CCN(c3ccccc3C)CC2)n1	-4
O=C(Nc1ccccc1)c1cc2n(n1)CCN(C(=O)c1csnn1)C2	-12
COc1cccc(C(=O)NC(=S)N2c3ccccc3CC2C)c1OC (centres undefined)	4
CCCn1ncc(C(=O)NCC(C)n2nc(C)cc2C)c1C (centres undefined)	-16
COc1ccc(S(=O)(=O)N(C)C(C)C(O)c2ccccc2)cc1 (centres undefined)	3
COc1ccc(-n2nnc3c(=O)n(Cc4ccc(Cl)cc4Cl)cnc32)cc1	4
Cc1cnccc1N1CCN(C(=O)c2cc3n(n2)CCN(C)C3)CC1	-3
COc1ccc(-c2[nH]nc3c2C(c2ccc(C)o2)C(C#N)C(=N)O3)cc1 (centres undefined)	-7

Later entries.
SMILES	mcGAS RapidFire
CC(C(=O)N(C)c1ccnn1C)c1ccc(Cl)s1 (centres undefined)	-13
O=S(=O)(NCc1ccccc1)NC(Cn1cccn1)c1ccccc1 (centres undefined)	-19
COCC(=O)NC1CCC(Nc2nc(C3CC3)nc3c2cnn3-c2ccccc2)CC1 (centres undefined)	-8
CC(=O)Oc1ccc(Cn2c(C)c(C(=O)NCC3CC3)sc2=O)cc1	-6
CC(C)NCc1ccc(N2CCCC2C)nc1 (centres undefined)	-10
Cc1c(C(=O)NCc2ccc(C(C)C)cc2)sc(=O)n1Cc1ccc(S(C)(=O)=O)cc1	4
O=C(Nc1cccc(-c2nnco2)c1)C1CCCCC1	-1
Cc1ccc(C)c(-c2ccc(=O)n(CC(N)=O)n2)c1	-9
CCC(=O)Nc1cccc(C(=O)N2CCC(Oc3ncccn3)CC2)c1	-10
CCOc1ccc(C(=O)CCC(=O)n2nc(N)nc2C)cc1	-6
CCOc1c(CC)cnc2c1c(=O)n(CC(=O)N1CCCCC1)c(=O)n2C	6
N#Cc1c(C(F)(F)F)cc(=O)n2c1[nH]c1ccccc12	53
Cc1ccc(NC(=O)Cn2nc(-c3ccc(Br)cc3)ccc2=O)cc1	-11
Cc1ccccc1C(=O)Nc1cc(-c2ccco2)nn1-c1nc(C)c(C)c(=O)[nH]1	-4
Cc1c(NC(=O)C2(c3ccccc3)CCCC2)c(O)c(-c2ccccc2)n1C	-9
Cc1cc2c(c(=O)[nH]1)C(=O)O/C2=C\c1c(C)[nH]c(C#N)c1C	1
CCC1=NOC(CNCc2nc(-c3ccco3)no2)C1 (centres undefined)	-9
CS(=O)c1ccc(NC(=O)C2CCOc3ccccc32)cc1 (centres undefined)	-3
Cc1nn(C2CCCC2)c(=O)c2c1cnn2C(C)(C)C	-7
CCN(CC)CC(O)COc1ccc(CNC(C)(C)C)cc1OC (centres undefined)	4
Cc1nc(C(C)(C)NC(=O)CCc2ccco2)sc1C	-9
CCNS(=O)(=O)c1ccc(C)c(C(=O)Nc2ccn(C)n2)c1	-54
Cc1cc(NC(C)C)n2nc(C(F)(F)F)c(-c3ccccc3Cl)c2n1	0
Cc1cn2c3c(=O)[nH]c(=O)n(C)c3nc2n1-c1ccccc1Cl	-6
CN1CCN(C(=O)c2ccc(-c3ccccc3)n2C)C(C)(C)C1=O	-4
CCOC(=O)CN1CCC2(CCCN(C(=O)c3cc(F)ccc3F)C2)C1 (centres undefined)	-6
CC(=O)N1CCc2c(nc(C)nc2N(C)CC2CCCCO2)C1 (centres undefined)	-27
CCN(CC)C(=O)c1ccc(Cn2cc([N+](=O)[O-])cn2)o1	10
COc1cc(NC(=O)CCC2CCCN(Cc3cc(Cl)ccc3O)C2)cc(OC)c1 (centres undefined)	-7
COCc1ccc(CN2CCC(N3CCC(C(=O)N4CCCC4)CC3)CC2)o1	-6
C1CCN2CC3CN(c4nc(C5CC5)no4)CC3C2C1 (centres undefined)	0
Cc1c(C(=O)NC2CCCC2)sc(=O)n1Cc1ccc(C(C)C)cc1	-5
O=S(=O)(c1ccccc1)N1CCN(Cc2ccc(-c3ccn[nH]3)s2)CC1	-10
Cc1ccc(Oc2ccc(NC(=O)CCC(=O)OCC(=O)c3cccs3)cc2)cc1C	-4
Cc1ccc(C2(O)CCN(C(=O)CCn3c(C)cccc3=O)CC2)nc1	-18
